From PubChem BioAssay
ATXN viability: cell viability loss in ATXN counter-screen | AID 651635 | Potency, µM (top dose mostly 56.7 µM), hits mostly cytotoxic | 0.49% of 400,000 active | S2 cells (HEK-293 line with an ATXN2-luciferase reporter) viability, CellTiter-Fluor protease fluorescence, 24 h; also: potency is read from the fitted curve at half-maximal effect; nearly all actives have a fitted effect of over 40% in size
KB-3-1 tox: kills parental KB-3-1 adenocarcinoma cells | KB-3-1 viability, CellTiter-Glo ATP luminescence, 72 h | Potency, µM (titrated, usually from 46.1 µM), for the others: at the top dose activity change, negative = cytotoxic, hits mostly cytotoxic | 1.4% of 400,000 active; also: potency is read from the fitted curve at half-maximal effect; % is scaled to controls: 0 for no effect and ±100 for the full control effect; nearly all actives have a fitted effect of over 60% in size
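72 h, 37 °C compound treatment of KB-3-1 parental cells; CellTiter-Glo added, 10 min, luminescence read. Data corrected against DMSO-only plates and normalized before curve fitting.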
IL-1B inflam inh: inhibitors of inflammasome signaling (IL-1 beta secretion); THP-1 LPS/ATP IL-1B secretion, AlphaLISA, 16 h; hits give low values; activity change, % at 57.5 µM; 4.7% of 360,000 active; AID 743279; in the data active = activity change below about -50%; inconclusive = mostly about -30% to -49%; also: % is scaled to controls: 0 for no effect and ±100 for the full control effect
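Secreted IL-1B measured by AlphaLISA bead assay after 16 h compound exposure of THP-1 cells; compounds (final up to 57.5 uM) added 1 h before LPS (250 ng/mL) and ATP (1.25 mM) stimulation; lower signal means less secretion.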
HT1080NT lethal: kills 2HG-producing HT-1080-NT fibrosarcoma cells. HT-1080-NT fibrosarcoma viability, CellTiter-Glo ATP luminescence, 48 h. Potency, µM (series often up to 46.1 µM), for inactives: at the highest dose activity, negative = less viability, usual class: cytotoxic. 1.6% of 360,000 active;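 also: NT is the 2HG producing partner of a matched IDH1 knockdown line; potency is read from the fitted curve at half-maximal effect; 0% = DMSO-treated cells and -100% = media-only wells without cells; nearly all actives have a fitted effect of over 55% in size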
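Compounds were tested in concentration-response format on HT-1080-NT cells for 48 hours at 37 degrees C. Cell viability came from CellTiter-Glo luminescence; curves were classified by r2, response magnitude and activity.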
SW480 rerep: induces DNA re-replication in SW480 colon adenocarcinoma cells; SW480 DNA re-replication, Hoechst DNA content imaging, 48 h; Potency, µM (top dose mostly 46.1 µM), for inactives: top-dose re-replication activation, actives largely listed as activators; 1.8% of 340,000 active; AID 624297; also: potency is read from the fitted curve at half-maximal effect; % of control where 0% means no effect; nearly all actives have a fitted effect of over 55% in size
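Per well, 250 cells were exposed to pinned compound for 48 hr. Nuclear DNA was visualised with Hoechst (40 min, 37 C) and total object intensity recorded by fluorescence scanning.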
HT1080 IDH1KD tx: toxicity to HT-1080 IDH1 knockdown cells (counter line); HT-1080 IDH1 knockdown viability, ATP luminescence, 48 h; Potency, µM (series often up to 46.1 µM), for the others: at the top dose activity, negative = toxicity, most hits filed as cytotoxic; AID 686971; 2% of 360,000 active;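 also: potency is read from the fitted curve at half-maximal effect; 0% = DMSO wells and -100% = cell-free medium wells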
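CellTiter-Glo luminescence after 48 h compound exposure at 37 degrees C of IDH1-knockdown HT-1080 cells in 5% FBS RPMI. %Activity scaled between DMSO wells and cell-free media wells, with curves fitted and assigned curve classes.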
ATXN2 expr inh: ATXN2 expression inhibition; 0.72% of 360,000 active; AID 1745845; Potency, µM (doses to about 57 µM), for inactives: at the top dose activity change, negative = inhibition, actives largely listed as inhibitors; HEK-293 ATXN2-luciferase reporter, luminescence, 24 h; also: potency is read from the fitted curve at half-maximal effect; % is scaled to controls: 0 for no effect and ±100 for the full control effect; nearly all actives have a fitted effect of over 55% in size
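ATXN2-luciferase reporter cells (luciferase flanked by upstream and downstream ATXN2 gene portions) were treated 24 h at 37 °C with compounds at up to 57 uM. SteadyGlo luminescence gave expression; GF-AFC fluorescence gave viability.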
KB-V1 MDR tox: KB-V1 MDR subline cytotoxicity; 3.4% of 400,000 active; Potency, µM (doses to about 46.1 µM), for inactives: top-dose activity change, negative = cytotoxicity, hits mostly cytotoxic; KB-V1 MDR cells viability, CellTiter-Glo, 72 h; also: potency is read from the fitted curve at half-maximal effect; % is scaled to controls: 0 for no effect and ±100 for the full control effect; nearly all actives have a fitted effect of over 60% in size
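Cytotoxicity toward P-gp-expressing KB-V1 cells was determined as loss of CellTiter-Glo luminescence after 72 h at 37 degrees C. Compounds were tested in quantitative HTS format across a concentration range, with curves fitted to normalized data.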
MCF10A rereplic: inducers of DNA re-replication in MCF 10A breast cells; MCF 10A DNA re-replication, Hoechst nuclear intensity, 48 h; Potency, µM (highest dose often 46.1 µM), inactives show at the highest dose activity, positive = re-replication, most hits filed as activators; 2.9% of 350,000 active; also: potency is read from the fitted curve at half-maximal effect; % of control where 0% means no effect; nearly all actives have a fitted effect of over 50% in size
Active calls of the source: *; i = inactive; ? = inconclusive; · = no result given; [ ] = dose if it differs, or a comment. Unless noted, calls follow the shape of the dose curve; as a rule, active = well fitted curve in the direction sought with a large enough effect; inconclusive = small, poorly fitted or top-dose-only effect, or another doubt; inactive = no such curve, though single readings can be large; an effect the other way counts as inactive or inconclusive.

Structure	ATXN viability	KB-3-1 tox	IL-1B inflam inh	HT1080NT lethal	SW480 rerep	HT1080 IDH1KD tx	ATXN2 expr inh	KB-V1 MDR tox	MCF10A rereplic
CC(=O)Nc1ccc(NC(=O)CCCn2cnc3ccccc3c2=O)cc1	i	0%	40	5%	2%	12%	4%	?	-2%
CCOC(=O)CSc1nc(NC#N)nc(N(CC)CC)n1	i	-5%	15	-5%	6%	17%	-21%	-11%	?
CN(C)c1ccc(/C=N/NC(=O)CCCO)cc1	i	24%	0	11%	-2%	18%	14%	4%	9%
CC1CCN(C2CC(=O)N(c3ccc(Br)cc3Br)C2=O)CC1 (stereo not drawn)	i	-3%	-23	-27%	-26%	1%	-2%	0%	-8%
Fc1ccc(CSc2nnc3ccc(-c4ccncc4)nn23)cc1	i	3%	-12	13%	-18%	9%	-2%	16%	4%
CC1CN/C(=C\C(=O)c2ccc(Br)cc2)C(=O)N1 (stereo not drawn)	i	7%	-2	4%	-701%[inhibitor]	3%	-22%	-16%	3%
COC(=O)c1ccccc1NC(=O)N(Cc1ccc(C)cc1)Cc1cccn1-c1nnc(N2CCCC2=O)s1	i	-6%	·	·	·	·	14%	?	·
CC1CCc2c(C(=O)NCCN3CCOCC3)csc2C1 (stereo not drawn)	i	20%	?	0%	7%	-19%	8%	1%	1%
Cc1ccc(NC(=O)CN(C)S(=O)(=O)c2cccs2)cc1C	i	?	1	-21%	-1%	4%	33%	?	-12%
COc1ccc(-c2c(C(F)(F)F)oc3c(CN4CCN(C)CC4)c(O)ccc3c2=O)cc1	i	0%	-3	-3%	-2%	-1%	0%	5%	-4%
CCCn1c2ccccc2c2nnc(SCC(=O)OCC)nc21	i	12%	5	1%	12%	-1%	0%	0%	?
CC(C)c1ccc(NC2CCCN(C(=O)CCN3CCCC3=O)C2)cc1 (stereo not drawn)	i	13%	2	16%	1%	18%	0%	0%	0%
O=C(Nc1c(C(=O)N2CCN(c3ccccn3)CC2)oc2ccccc12)c1ccc([N+](=O)[O-])cc1	i	-3%	-18	11%	-4%	13%	-2%	-12%	2%
FC(F)(F)c1nc2nncn2c2c1CCCCC2	i	16%	1	7%	6%	13%	12%	15%	-1%
COc1ccccc1N1CCN(c2cc(=O)n(-c3ccc(Br)cc3)c(=O)[nH]2)CC1	i	15%	6	7%	-1%	2%	-10%	-17%	-2%
Oc1ccc(Nc2nc(-c3ccccc3F)nc3ccccc23)cc1	i	-8%	0	-10%	-11%	-3%	-30%	-24%	-5%
CCOc1ccc(NC(=O)Nc2cccc(C(=O)O)c2)cc1	i	-14%	-19	?	-5%	?	1µM*	?	10%
COc1cc(OC)cc(C(=O)OCc2cc3ccccc3[nH]c2=O)c1	i	-3%	35	-5%	2%	-1%	-29%	-22%	-2%
CCCC(=O)Nc1ccc(NC(=O)C23CC4CC(CC(C4)C2)C3)cn1	i	5%	-15	-10%	-1%	-8%	19%	0%	?
COc1cc(CN2CC(=O)N(c3ccc(C)c(Cl)c3)C2=S)cc(OC)c1OC	i	-2%	-13	?	15%	-16%	-9%	?	?
O=C(CCSCc1ccc(Cl)cc1)NCc1cccnc1	i	2%	0	-7%	-10%	-7%	·	-15%	-9%
C=CCN(c1ccccc1)S(=O)(=O)c1ccc2c(c1)N(C(C)=O)CCO2	i	-4%	83	17%	-6%	2%	9%	-15%	2%
COc1ccc(NC(=O)C(OC(=O)Cn2cnc3c2c(=O)n(C)c(=O)n3C)c2ccccc2)cc1Cl (stereo not drawn)	i	-6%	-13	9%	-17%	-1%	17%	0%	6%
COc1cc(OC)cc(C(=O)NC2=NCCS2)c1	i	12%	13	10%	0%	6%	-4%	15%	0%
Cc1ccccc1NC(=O)c1ccc2snnc2c1	·	-7%	0	-1%	8%	-2%	-7%	-5%	-1%
COc1cccc(OCC(=O)NNC(=O)c2ccc3ccccc3c2)c1	i	0%	4	5%	-12%	4%	6%	33%	-4%
Cc1ccc2nc(C)c(C(=O)N/N=C/c3cccc([N+](=O)[O-])c3)cc2c1	i	5%	5	4%	-1%	1%	-11%	-18%	1%
CC(C)(C)C(=O)NC(c1ccccc1)c1c(O)ccc2ccccc12 (stereo not drawn)	i	0%	11	21%	16%	13%	4%	-4%	24%
COc1ccc(-c2nc(CS(=O)(=O)CC(=O)NCc3cccc(F)c3)c(C)o2)cc1	?	7%	-9	-13%	-6%	-3%	-14%	0%	19%
CCCCN(C(=O)Cn1nnc2ccccc21)C(C(=O)NCCOC)c1ccc(OC)cc1 (stereo not drawn)	i	1%	5	7%	-10%	10%	-2%	5%	-1%
Clc1ccc(/C=N/Nc2ccccn2)cc1	i	7%	1	12%	-2%	9%	46%[activator]	4%	-2%
Cc1cc(=O)n(C(C)C(=O)N2CCCc3ccccc32)c2c1c(C)nn2-c1ccccc1 (stereo not drawn)	i	0%	·	·	·	·	-3%	-30%	·
O=C(O)c1ccccc1S(=O)(=O)NCC(O)COC1CCCCC1 (stereo not drawn)	i	3%	-7	3%	-7%	16%	4%	-5%	0%
CCOC(=O)C1CCCN(C(=O)c2cc3ccc(OC)cc3[nH]2)C1 (stereo not drawn)	i	2%	9	1%	0%	0%	14%	-4%	0%
COc1ccc(/C=N/OCC(=O)Nn2c(C)nc3ccccc3c2=O)cc1	?	11%	12	17%	-12%	13%	12%	?	4%
CN1CCN(S(=O)(=O)c2ccc3[nH]cc(C(=O)O)c(=O)c3c2)CC1	i	-3%	0	22%	-10%	3%	9%	-20%	-1%
CCOc1ccc(N=Nc2c(=O)[nH]n3c(C)cc(C)nc23)cc1	i	0%	-1	2%	-18%	0%	-3%	?	-2%
COc1ccc(CN2CCC(n3nccc3NC(=O)c3ccc4c(c3)OCO4)CC2)cc1C	i	?	?	-19%	4%	-22%	-19%	-12%	-2%
CC(C)(C)OC(=O)C[C@@H]1C/C=C\C[C@@H](CC(=O)N[C@H](CO)Cc2ccccc2)C(=O)N2CCC[C@@H]2COC1=O	i	31%	-1	4%	-9%	13%	0%	-9%	-1%
CN(CC1CCOCC1)C(=O)CC1C(=O)NCCN1Cc1ccc(F)c(F)c1 (stereo not drawn)	i	10%	9	1%	-7%	-4%	9%	2%	6%
CCCCN(C)CCCNC(=O)Cn1cc2c(n1)-c1c(oc(C(=O)N3CCCC3)c1C)CC2	?	1%	10	8%	·	-1%	·	?	·
COc1cccc(NC(=O)CN(C)C(=O)c2cccc(S(=O)(=O)N3c4ccccc4CC3C)c2)c1 (stereo not drawn)	?	-2%	-23	-13%	-41%[inhibitor]	-13%	-12%	?	?
O=C(Nc1nnc(Cc2ccccc2)s1)c1ccccc1	i	3%	15	-2%	3%[1.84 µM]	-10%	4%	-10%	?
Cc1ccc(C(=O)OCC(=O)Nc2c(Cl)cc(S(N)(=O)=O)cc2Cl)o1	i	0%	7	16%	-27%	1%	-15%	0%	-2%
CC(NC(=O)CSc1nnc(COc2ccccc2)o1)c1ccccc1 (stereo not drawn)	i	10%	-7	5%	3%	14%	4%	-13%	14%
Cc1cccc(C)c1NC(=O)CN1C(=O)NC(C)(C2CC2)C1=O (stereo not drawn)	i	?	16	0%	-7%	-8%	3%	3%	-3%
CCc1ccc(NC(=O)CSc2nc3c(sc4ccccc43)c(=O)n2CCN(CC)CC)cc1	i	-18%	·	·	·	·	2%	-3%	·
Cc1ccc(C)c(OCC(=O)NCC(c2ccco2)N2CCCCC2)c1 (stereo not drawn)	i	-2%	-23	7%	-18%	-13%	8%	?	19%
CCOC(=O)c1sc(NC(=O)c2ccco2)nc1-c1ccccc1	i	-1%	-27	-6%	?	-2%	0%	0%	?
Cc1nnc2ccc(-c3cccc(NS(=O)(=O)c4ccccc4Cl)c3)nn12	i	?	-9	-28%	-8%	-12%	7%	-7%	?
COc1ccc(OC)c(C(=O)COC(=O)c2cccnc2Cl)c1	i	9%	-3	11%	-6%	20%	5%	18%	9%
Cc1ncoc1C(=O)N1CCCC(CCC(=O)NCc2ccccc2F)C1 (stereo not drawn)	i	?	12	?	?	-11%	14%	?	-21%
COc1ccc(/C=C(\NC(=O)c2ccco2)C(=O)N2CCCCC2)cc1	i	2%	13	23%	-14%	7%	1%	?	-18%
CCOC(=O)N1CCC(NC(=O)CCS(=O)(=O)c2ccc3c(c2)CCN3C(=O)CC)CC1	i	0%	-8	7%	0%	4%	-3%	13%	13%
CCOc1ccccc1CN1CCN(S(=O)(=O)c2ccccc2)CC1	i	?	·	·	·	·	-3%	9%	·
COc1ccccc1/C=C/C=N/NC(=O)Cc1cccs1	i	17%	-26	2%	-1%	-1%	40%[activator]	0%	0%
